H37Rv inhibition – M. tuberculosis growth inhibition, HTS (AID 449762); M. tuberculosis H37Rv growth inhibition, 7H9 media; higher % means a stronger effect; one-dose inhibition, % at 25 µM; IC50 in µM for titrated hits; hit rate 0.59% among 330,000; in the data active = a potency from the dose series; inconclusive = inhibition above about 70% without an active follow-up result;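 also: bacterial growth assessed after seven days of incubation; strong numbers were not always called active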
M. tuberculosis – growth inhibition of non-replicating M. tuberculosis (AID 488890). hit rate 0.39% among 320,000. inhibition, % at 25 µM, or IC50 in µM where a hit was titrated. Mycobacterium tuberculosis non-replicating, growth inhibition; higher % means a stronger effect; in the data active = a potency from the dose series; inconclusive = inhibition mostly from about 82% at the one dose, without a potency; inactive = the rest, 99 in 100 with inhibition below about 76%;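 also: plate controls were DMSO cells for no effect and high antibiotic wells for full effect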
H1N1 NS1A inhibition – H1N1 influenza NS1A inhibitors, functional cell based assay (AID 504329). NS1A functional cell-based assay, percent inhibition; higher % means a stronger effect. inhibition, % at 12.5 µM; hits with a dose series show IC50 in µM. hit rate 0.3% among 340,000; in the data active = a potency from the dose series; inconclusive = inhibition above about 27% without an active follow-up result; also: strong numbers were not always called active
inhibitors of VEEV – inhibitors of VEEV TC-83 cytopathic effect, confirmation, Vero cells (AID 588727). hit rate 0.13% among 350,000. inhibition, % at 20 µM, or IC50 in µM where a hit was titrated. Vero cells, VEEV TC-83 cytopathic effect inhibition; higher % means a stronger effect; in the data active = a potency from the dose series; inconclusive = inhibition mostly from about 14% at the one dose, without a potency; inactive = the rest, 99 in 100 with inhibition below about 12%; also: strong numbers were not always called active
Salmonella PhoP GFP – PhoP regulon inhibitors, Salmonella typhi PhoP promoter GFP reporter, confirmatory (AID 1850); hit rate 0.33% among 310,000; inhibition, % at 50 µM, or IC50 in µM where a hit was titrated; Salmonella Typhi PhoP-promoter GFP reporter, fluorescence, 4 h; higher % means a stronger effect; in the data active = a potency from the dose series; inconclusive = inhibition mostly from about 25% at the one dose, without a potency; inactive = the rest, 99 in 100 with inhibition below about 19%;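 also: 0% = induced wells with vehicle and 100% = uninduced wells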
inhibitors of VEEV 10K pilot screen – further read-out of inhibitors of VEEV, marked with its call; inhibition, %; measured here: 10K pilot screen inhibition
Starred values were filed as active, the others as inactive; i = inactive; ? = inconclusive; · = no result given.

SMILES	H37Rv inhibition	M. tuberculosis	H1N1 NS1A inhibition	inhibitors of VEEV	Salmonella PhoP GFP	others
CC1CC(C)CN(CCCNC(=O)Cc2c(C(=O)O)n(C)c3ccccc23)C1 (centres undefined)	-5%	-4%	5%	0.4%	17%
COc1ccccc1N1CC(C(=O)OCC(=O)c2ccc(F)cc2)CC1=O (centres undefined)	8%	3%	-7%	1.2%	6%
CCO[C@H]1OC(C(=O)NCc2ccccc2)=C[C@@H](c2ccccc2)[C@@H]1CCCO	4%	23%	-3%	0.6%	-5%
CC1Sc2ccccc2N(CC(=O)N(C(C)C)C(C)C)C1=O (centres undefined)	-6%	4%	11%	0.3%	-3%
COc1ccc(Cc2c(O)nc(SCC(C)C)[nH]c2=O)cc1	-1%	1%	-9%	0.5%	9%
NC(=O)c1cc(S(=O)(=O)N2CCOCC2)ccc1Sc1ccccc1N	·	·	-9%	1.5%	·
COc1ccc(C(=O)NCC(=O)N/N=C/c2ccc([N+](=O)[O-])o2)cc1OC	?	5µM*	2%	1.0%	-3%
Nc1ncnc2c1ncn2[C@@H]1O[C@H](CNCc2ccccc2)[C@@H](O)[C@H]1O	-4%	-5%	-1%	0.3%	·
Cc1cc(Cl)c(S(=O)(=O)N2CCSCC2)cc1OCC(=O)NC1CCCCC1	-9%	16%	-1%	i	14%
CCc1ccc(/C=C(\C#N)C(=O)NC2CCS(=O)(=O)C2)cc1 (centres undefined)	3%	51%	2%	6.1%	·
C/C(=N\Nc1cccc([N+](=O)[O-])c1)c1ccccc1O	?	20%	4%	1.3%	-9%
COc1ccccc1C(=O)N/N=C/c1cnc2ccccc2n1	2%	-7%	-8%	1.1%	1%
CC1(C)CC2(CCO1)N1CC3(C)CN2CC(C)(C1)C3=O (centres undefined)	-15%	2%	-34%	i	2%
CN1C[C@@H]2[C@@H]3C(=O)N(Cc4ccccc4)C(=O)[C@@H]3[C@](C)(C1=O)N2C(=O)c1ccc(F)cc1	·	·	3%	2.2%	·
CCc1noc(C)c1C(=O)Nc1nc(-c2ccc(OC)cc2)cs1	50%	7%	-11%	9.1%	-3%
CCOC(=O)c1c(C)oc2ccc(O)c(CN3CCCCC3)c12	0%	13%	-3%	0.2%	-1%
O=C(CCCc1c[nH]c2ccccc12)NCCc1c[nH]c2ccccc12	6%	12%	10%	4.1%	4%
O=C(COc1ncnc2ccccc12)NCCCN1CCCC1=O	-5%	-3%	-10%	i	3%
CCOc1ccccc1C(=O)Nc1c[nH]c(=O)[nH]c1=O	-1%	-3%	-1%	1.1%	-6%
COc1cc2[nH]c(=O)n3nc(-c4ccccc4)nc3c2cc1OC	-5%	-14%	-3%	0.1%	-2%
CCOc1c2ccc(C(=O)NCCc3cccs3)cc2nn1CC	6%	-13%	11%	0.4%	-2%
C=CCNC(=O)c1ccc(S(=O)(=O)CC)c(Cl)c1Cl	-9%	16%	1%	0.8%	7%
CCCc1ccc(Oc2cn[nH]c2-c2ccc(O)cc2O)cc1	0%	1%	-2%	i	-26%
CC(C(=O)Nc1cccc([N+](=O)[O-])c1)N1C(=O)NC2(CCCC2)C1=O (centres undefined)	2%	16%	1%	0.5%	11%
COc1ccc2[nH]c(=O)c(CN(CCO)C(=O)c3cccs3)cc2c1	6%	0%	7%	3.1%	2%	inhibitors of VEEV 10K pilot screen=0.9

Further structures follow.
SMILES	H37Rv inhibition	M. tuberculosis	H1N1 NS1A inhibition	inhibitors of VEEV	Salmonella PhoP GFP	others
CCCNC(=O)Cn1cnc2sc(C(=O)N3CCC4(CC3)OCCO4)c(C)c2c1=O	1%	3%	8%	5.4%	6%
C[C@H](CO)N1C[C@H](C)[C@@H](CN(C)Cc2ccc(C(=O)Nc3ccccc3N)cc2)Oc2c(NC(=O)C3CCCCC3)cccc2C1=O	1%	43%	-3%	2.5%	·
CC1(C)Cc2c(C#N)c(N)n(-c3ccccc3)c(=S)c2CO1	-2%	-1%	·	0.8%	-4%
COc1cc(NC2=CC(=O)CC(C)(C)C2)cc(OC)c1OC	-5%	4%	-4%	0.9%	14%
Cc1ccc(CNC(=O)CSc2nc3ccccc3[nH]2)cc1	3%	35%	1%	0.5%	2%
CC1CC(C)(C)CC2(C1)NC(=O)N(CC(=O)N1CCN(S(=O)(=O)c3cccc(F)c3)CC1)C2=O (centres undefined)	-1%	-7%	2%	0.3%	·
Cc1ccc(CNC(=O)C2CCCN(c3ncnc4c3nc3n4CCCCC3)C2)cc1 (centres undefined)	4%	9%	-9%	1.4%	2%
O=C(Cc1ccc(Br)cc1)NCCCn1ccnc1	-6%	-2%	-12%	i	-1%
O=C(Cn1ncc2c([nH]c3ccccc32)c1=O)N1CCc2ccccc2C1	9%	-5%	2%	1.4%	2%
CC(=O)OC(COc1cccc(C)c1)Cn1cnc2ccccc21 (centres undefined)	13%	28%	0%	i	0%
O=C1NC(=O)c2c(Br)c(Br)c(Br)c(Br)c21	·	·	-2%	0.3%	·
CC(=O)N1CCN(c2ccc(NC(=O)c3cccc(OCc4ccccc4)c3)cc2)CC1	63%	38%	2%	7.8%	-3%
CCOC(=O)c1ccccc1NC(=O)c1ccc(NS(C)(=O)=O)cc1	7%	23%	-8%	2.0%	-2%
O=C(c1ccccc1F)N1CCN(c2ccccc2F)CC1	-5%	23%	6%	i	-1%	inhibitors of VEEV 10K pilot screen=0.4
CCN1C(=O)c2cccc3c(S(=O)(=O)NCC4CCCO4)ccc1c23 (centres undefined)	-9%	-6%	9%	1.3%	3%
O=C1c2ccccc2NC(c2ccc(Br)o2)N1O (centres undefined)	-3%	-5%	-3%	0.6%	·
COc1ccc(NS(=O)(=O)c2cccc(NC(=O)NCCCl)c2)cc1	5%	26%	-1%	i	-19%
COC(=O)c1cccc(NC(=S)Nc2ccc(Cl)c(Cl)c2)c1	?	?	0%	0.4%	11%
c1ccc(OCc2ccc(CCCN3CCOCC3)cc2)cc1	7%	9%	-4%	1.8%	-1%
CSc1cccc(NC(=O)CNC(=O)C2CCCCC2)c1	-5%	-2%	-4%	7.3%	-5%
CC(C)Cc1ccc(CN2CCCC(NC(=O)c3cccc(-n4cnnc4)c3)C2)cc1 (centres undefined)	40%	48%	19%	68%	2%
Cc1c(CC(=O)O)c(=O)oc2c(C)c(OCc3ccc(F)cc3F)ccc12	2%	9%	15%	0.4%	2%
Nc1ccccc1C(=O)OCc1ccc([N+](=O)[O-])cc1	31%	3%	-2%	1.8%	-3%
CCOC(=O)COc1cc(Br)c(/C=N/Nc2ccccc2)cc1OC	4%	50%	2%	i	3%	inhibitors of VEEV 10K pilot screen=1.5
CCN1CCN(C(c2ccc(F)cc2)c2nnnn2Cc2cccs2)CC1 (centres undefined)	-7%	6%	1%	1.1%	-8%

Among those listed so far, eight contain an NH in an aromatic ring.
SMILES	H37Rv inhibition	M. tuberculosis	H1N1 NS1A inhibition	inhibitors of VEEV	Salmonella PhoP GFP	others
COc1ccc(Cc2c(O)nc(SCC(C)C)[nH]c2=O)cc1	-1%	1%	-9%	0.5%	9%
O=C(CCCc1c[nH]c2ccccc12)NCCc1c[nH]c2ccccc12	6%	12%	10%	4.1%	4%
CCOc1ccccc1C(=O)Nc1c[nH]c(=O)[nH]c1=O	-1%	-3%	-1%	1.1%	-6%
COc1cc2[nH]c(=O)n3nc(-c4ccccc4)nc3c2cc1OC	-5%	-14%	-3%	0.1%	-2%
CCCc1ccc(Oc2cn[nH]c2-c2ccc(O)cc2O)cc1	0%	1%	-2%	i	-26%
COc1ccc2[nH]c(=O)c(CN(CCO)C(=O)c3cccs3)cc2c1	6%	0%	7%	3.1%	2%	inhibitors of VEEV 10K pilot screen=0.9
Cc1ccc(CNC(=O)CSc2nc3ccccc3[nH]2)cc1	3%	35%	1%	0.5%	2%
O=C(Cn1ncc2c([nH]c3ccccc32)c1=O)N1CCc2ccccc2C1	9%	-5%	2%	1.4%	2%

The list continues.
SMILES	H37Rv inhibition	M. tuberculosis	H1N1 NS1A inhibition	inhibitors of VEEV	Salmonella PhoP GFP	others
Cc1ccc(C)c(OCC(=O)Nn2c(C)nc3ccccc3c2=O)c1	0%	-3%	4%	1.7%	-8%
COCC(=O)NC1CC(C)(C)Cc2c1cnn2-c1ccc(F)cc1 (centres undefined)	-6%	0%	-2%	0.3%	-5%
CCC1(CC)Cc2ccccc2C(CC(=O)N2CCOCC2)=N1	1%	14%	6%	i	0%
CCOc1cc(/C=C2\C(=N)N3N=C(C)SC3=NC2=O)ccc1OCCOc1ccccc1	11%	2%	-4%	0.6%	-7%
COc1ccc(C2=NOC(C(=O)N(C)Cc3ccccc3)C2)cc1 (centres undefined)	8%	·	-11%	1.8%	1%
O=C(c1ccc(Cl)s1)N1CCN(c2ccccc2)CC1	-4%	79%	1%	4.0%	3%
Cc1occc(=O)c1OC(=O)Nc1ccccc1	0%	-11%	-5%	0.9%	6%
O=C(NNC(=O)C12CC3CC(CC(C3)C1)C2)c1cccc([N+](=O)[O-])c1	-12%	-7%	-10%	0.7%	5%
COc1cccc(COc2ccc3c(C)cc(=O)oc3c2)c1	13%	11%	-1%	0.9%	3%
CCOc1ccc(NC(=S)N=Nc2c(O)[nH]c3ccccc23)cc1	?	?	9%	9.3%	10%
COc1ccc(OC)c(S(=O)(=O)NCC(c2ccco2)N2CCc3ccccc32)c1 (centres undefined)	7%	16%	15%	4.6%	2%
Cc1ncc(CSc2nccc(=O)[nH]2)c(CO)c1O	-1%	-10%	-9%	1.0%	-12%
CN(Cc1c(F)cccc1Cl)C(=O)c1cccc(S(=O)(=O)NCc2ccccc2)c1	-4%	5%	2%	10%	4%
O=C(C1CCN(S(=O)(=O)c2ccc(Cl)c(C(F)(F)F)c2)CC1)N1CCC1	-4%	-21%	-18%	1.7%	·
C1CN(CC2CCN(c3nc4nonc4nc3N3CCSCC3)CC2)CCO1	-12%	-4%	-18%	i	5%
CCN(C(=O)COC(=O)CCc1c[nH]c2ccccc12)c1c(N)n(Cc2ccccc2)c(=O)[nH]c1=O	0%	-2%	-12%	1.6%	0%
CCCCn1c(N)c(N(CCOC)C(=O)CCNC(=O)c2ccc(Br)cc2)c(=O)[nH]c1=O	4%	7%	-7%	1.4%	5%
COc1ccc2nc(NC(=O)c3ccccc3F)sc2c1	9%	10%	-7%	3.7%	-3%
O=C(Nc1c(F)cccc1F)c1ccc(-n2cncn2)nc1	-5%	2%	-5%	2.2%	-1%
CN(C)c1ccc(/C=C2\CCC/C(=C\c3ccccc3)C2=O)cc1	3%	34%	-5%	i	-26%	inhibitors of VEEV 10K pilot screen=1.2
Cn1cnnc1SCC(=O)Nc1ccc(Oc2ccccc2)cc1	-2%	-2%	-1%	6.3%	-5%
O=C(CNC(=O)c1ccccc1)NCc1nc2ccccc2[nH]1	-4%	-4%	2%	2.9%	8%
CN(Cc1ccccc1)C(=O)c1cccc(NC(=O)Cc2ccc(NC(=O)C3CCN(S(=O)(=O)c4cccc([N+](=O)[O-])c4)CC3)cc2)c1	·	·	4%	i	·
Cc1ccc(NC(NC(=O)c2cccs2)C(Cl)(Cl)Cl)cc1 (centres undefined)	?	-5%	0%	2.5%	1%
Nc1c(C(=O)Nc2nccs2)sc2nc(-c3cccs3)cc(C(F)(F)F)c12	-4%	11%	-12%	0.6%	-20%

Going on with the list.
SMILES	H37Rv inhibition	M. tuberculosis	H1N1 NS1A inhibition	inhibitors of VEEV	Salmonella PhoP GFP	others
CCC(=O)Nc1ccc(NC(=S)NC(=O)/C=C/c2ccco2)cc1	5%	30%	3%	i	-5%
CCC(C)(C)NC(=O)C(c1ccccc1)N(C(=O)c1csnn1)C1CC1 (centres undefined)	-3%	3%	7%	5.6%	5%
CCOC(=O)/C(=N\Nc1ccccc1)S(=O)(=O)c1ccccc1	-8%	17%	12%	0.9%	2%
CCCCSc1nnc(-c2ccc(NC(=O)CC)cc2)n1C	10%	16%	1%	i	-70%
Cc1ccc(C(=O)Nc2ccc(OCc3ccccc3)cc2)s1	2%	11%	6%	0.5%	4%
COc1ccc(S(=O)(=O)N2CCCCC2)cc1NC(=O)c1ccc(CS(C)(=O)=O)cc1	10%	-7%	7%	4.5%	·
O=C(O)c1cccc(-c2ccc3c(c2)OCO3)c1	-19%	11%	-6%	0.8%	-9%
CCCCN1C(=O)C(O)(CC(=O)c2c(C)coc2C)c2ccccc21 (centres undefined)	9%	-1%	5%	1.9%	-3%
CSc1nc2ccc(Br)cc2[nH]1	8%	-10%	-3%	i	2%
c1ccc2[nH]c(-c3ccncc3)nc2c1	4%	-10%	-6%	1.6%	5%
COc1ccc(C2/C(=C(\O)c3ccc4c(c3)OCCO4)C(=O)C(=O)N2CCCn2ccnc2)cc1 (centres undefined)	-1%	14%	-1%	1.6%	5%
O=C1CC(NNc2ccccc2)C(=O)N1c1ccc(N2CCCCC2)cc1 (centres undefined)	·	·	-1%	3.1%	·

Source: PubChem BioAssay (Southern Research Specialized Biocontainment Screening Center)
